APEX1 inh: qHTS Assay for Inhibitors of the Human Apurinic/apyrimidinic Endonuclease 1 (APE1) | DNA repair nuclease/redox regulator APEX1 (Homo sapiens), P27695 | recombinant APE1, TAMRA/BHQ-2 abasic DNA cleavage fluorescence | Potency, µM (top dose mostly 65.8 µM), for the others: at the top dose activity change, negative = inhibition, actives largely listed as inhibitors | actives 0.35% (n = 350,000) | AID 2517, 2012;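 note: potency is the fitted concentration of half-maximal effect; plate controls were vehicle for no effect and reference inhibitor for full effect; nearly all actives have a fitted effect of over 55% in size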
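APE1 at 0.75 nM final was preincubated with compound 15 min at room temperature, then 50 nM double-stranded THF abasic-site substrate (5'-TAMRA/3'-BHQ-2) was added. Fluorescence (ex 525/em 598 nm) was read kinetically; third-minus-first read gave activity.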
Anesthetic bind: qHTS Assay for Identification of Novel General Anesthetics | Ferritin light chain (Equus caballus), P02791 | apoferritin/1-aminoanthracene competitive binding, fluorescence | Potency, µM (doses to about 77.5 µM), for the others: top-dose activity change, negative = displacement, most hits filed as inhibitors | actives 0.074% (n = 350,000) | AID 485281, 2010; note: potency is the fitted concentration of half-maximal effect; % is set by controls: 0 for no effect and ±100 for the full control effect; nearly all actives have a fitted effect of over 20% in size
Target sequence (P02791 2-175 limits assumed): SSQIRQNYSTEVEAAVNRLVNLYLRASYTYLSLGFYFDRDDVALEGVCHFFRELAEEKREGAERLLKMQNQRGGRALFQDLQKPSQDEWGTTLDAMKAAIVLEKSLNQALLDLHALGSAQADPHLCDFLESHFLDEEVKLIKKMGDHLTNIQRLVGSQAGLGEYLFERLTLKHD
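In PBS, apoferritin at 10 uM is loaded with 1-AMA from a 50% saturated solution. After 10 min of compound exposure at ambient temperature, reduced 535 nm fluorescence indicates probe displacement.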
ERG Ets-DNA blk: qHTS for Small Molecule Inhibitors of the ERG Ets/DNA interaction. Potency, µM (highest dose often 76.9 µM), without a hit: at the top dose FP activity, negative = inhibition, most hits filed as inhibitors. fluorescence polarization, His-ERG Ets domain / labelled DNA. actives 0.028% (n = 370,000). Transcriptional regulator ERG (Homo sapiens), P11308; active = well fitted inhibition curve with a large enough effect in the polarisation, with a control signal flat; inconclusive = small, poorly fitted or top-dose-only effect, or effect the other way, or a change in a side signal; inactive = no such curve, though single readings can be large or run the other way; the % refers to the polarisation;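 note: polarization taken with two DNA probes labelled with fluorescein and Texas red; potency is the fitted concentration of half-maximal effect; % of control where 0% means no effect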
Target sequence (P11308 whole entry, looked up, the tested form may be a part): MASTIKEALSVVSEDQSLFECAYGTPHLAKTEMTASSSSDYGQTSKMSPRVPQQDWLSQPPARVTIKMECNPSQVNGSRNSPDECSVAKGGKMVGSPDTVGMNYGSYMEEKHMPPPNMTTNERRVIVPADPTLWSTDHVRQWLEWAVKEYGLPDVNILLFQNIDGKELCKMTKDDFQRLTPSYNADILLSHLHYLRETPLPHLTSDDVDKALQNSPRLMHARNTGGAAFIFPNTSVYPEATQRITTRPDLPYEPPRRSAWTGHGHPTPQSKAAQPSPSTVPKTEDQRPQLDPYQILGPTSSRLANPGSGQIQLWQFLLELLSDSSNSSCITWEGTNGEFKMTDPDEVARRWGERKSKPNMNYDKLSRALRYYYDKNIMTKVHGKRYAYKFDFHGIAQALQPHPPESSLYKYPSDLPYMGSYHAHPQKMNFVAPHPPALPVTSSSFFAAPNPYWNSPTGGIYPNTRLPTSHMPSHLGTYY
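His-tagged ERG Ets domain (1 uM in the protein solution; 300mM KCl, 50mM Tris-HCl, 1mM EDTA, 1mM DTT, pH 7.5) received compound, then a probe mix of 5 nM fluorescein-DNA and 100nM Texas-615-DNA. Fluorescence polarization was read for both dyes.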
TRHR agonist: qHTS for Small Molecule Agonists and Allosteric Enhancers of Human TRH Receptor: Primary Screen for Agonists | TRHR cells, calcium flux fluo-8, FDSS agonist mode | activation, % at 2 µM | actives 0.18% (n = 360,000); in the data active = activation above about 30%; note: 0% is about no effect
Target sequence (P34981 whole entry, looked up): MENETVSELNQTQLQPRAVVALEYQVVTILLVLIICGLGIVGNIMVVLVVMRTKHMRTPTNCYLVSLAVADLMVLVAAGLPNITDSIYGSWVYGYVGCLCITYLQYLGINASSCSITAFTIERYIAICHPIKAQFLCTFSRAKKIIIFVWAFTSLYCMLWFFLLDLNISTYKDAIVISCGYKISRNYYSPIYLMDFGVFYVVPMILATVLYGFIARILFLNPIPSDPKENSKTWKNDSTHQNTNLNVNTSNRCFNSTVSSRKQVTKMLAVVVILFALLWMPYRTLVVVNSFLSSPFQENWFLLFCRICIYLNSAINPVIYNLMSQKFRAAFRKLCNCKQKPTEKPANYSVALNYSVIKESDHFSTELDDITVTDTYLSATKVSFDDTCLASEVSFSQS
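TRHR-expressing cells, plated overnight in medium with 10% serum, were loaded with fluo-8 calcium dye at room temperature. After a 10 s baseline, library compound was pin-added and calcium release was recorded kinetically (ex 480/em 530) as agonist response.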
Pol iota inh: qHTS for Inhibitors of Polymerase Iota; DNA polymerase iota (Homo sapiens), Q9UNA4; Pol iota fluorescent replication assay, 10 min; Potency, µM (titrated, usually from 115 µM), for inactives: at the top dose activity, negative = inhibition, actives largely listed as inhibitors; actives 1% (n = 390,000); AID 588590, 2011; note: potency is the fitted concentration of half-maximal effect
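Pol iota at 10 nM preincubated 15 min with compounds at room temperature; reaction started with fluorescent substrate, 50 nM final. Fluorescence read kinetically at 0 and 10 min; buffer-only wells as negative control.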
BLM helicase inh: qHTS Assay for Inhibitors of Bloom's syndrome helicase (BLM); RecQ-like DNA helicase BLM (Homo sapiens), P54132; recombinant BLM DNA unwinding, fluorescence dequenching; Potency, µM (doses to about 56.1 µM), without a hit: top-dose activity change, negative = inhibition, usual class: inhibitors; actives 0.2% (n = 350,000); AID 2528, 2010;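 note: potency is the fitted concentration of half-maximal effect; plate controls were vehicle for no effect and no enzyme for full effect; nearly all actives have a fitted effect of over 35% in size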
12-LOX inh: Primary qHTS assay for inhibitors of human arachidonate 12S-lipoxygenase (ALOX12): Round 2; Polyunsaturated fatty acid lipoxygenase ALOX12 (Homo sapiens), P18054; purified 12hLO, xylenol orange hydroperoxide absorbance; Potency, µM (doses to about 108 µM), without a hit: at the top dose activity change, negative = inhibition, usual class: inhibitors; actives 1.1% (n = 580,000); note: potency is the fitted concentration of half-maximal effect; % is set by controls: 0 for no effect and ±100 for the full control effect
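Purified human 12hLO (150 nM final) in 25 mM Hepes, 0.01% Triton X-100, pH 7.0 was preincubated 15 min at room temperature with compound. Then 40 uM arachidonic acid was added, 30 min. Hydroperoxide was read by Fe-XO absorbance ratio 573/405 nm.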
POLB inh: qHTS Assay for Inhibitors of DNA Polymerase Beta | P06746 | Pol beta primer extension/strand displacement, fluorescence kinetic | Potency, µM (doses to about 114 µM), for inactives: at the top dose activity change, negative = inhibition, usual class: inhibitors | actives 1.3% (n = 340,000) | AID 485314, 2010; note: potency is the fitted concentration of half-maximal effect; % is set by controls: 0 for no effect and ±100 for the full control effect
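Homogeneous kinetic assay of primer extension and strand displacement by 10 nM Pol beta, preincubated 15 min at room temperature with compound before 50 nM substrate (final) was added. Read at 0 and 10 min; four-parameter Hill fit.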
POLK inh: qHTS for Inhibitors of Polymerase Kappa; purified Pol kappa, fluorescent DNA synthesis assay, 10 min; AID 588579, 2011; DNA polymerase kappa (Homo sapiens), Q9UBT6; actives 0.53% (n = 400,000); Potency, µM (doses to about 107 µM), inactives show top-dose activity, negative = inhibition, usual class: inhibitors; note: potency is the fitted concentration of half-maximal effect; % is set by controls: 0 for no effect and ±100 for the full control effect
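Inhibition of 10 nM Pol kappa is measured by a fluorescent read-out at 0 and 10 min following addition of 50 nM substrate (final), with a 15-min room-temperature compound preincubation.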
Active calls of the source: *; u = inconclusive; x = not tested or not shown; [ ] = dose if it differs, or a comment. Unless noted, calls come from the whole dose curve; as a rule, active = well fitted curve in the direction sought with a large enough effect; inconclusive = small, poorly fitted or top-dose-only effect, or another doubt; inactive = no such curve, though single readings can be large; an effect the other way counts as inactive or inconclusive.

SMILES	APEX1 inh	Anesthetic bind	ERG Ets-DNA blk	TRHR agonist	Pol iota inh	BLM helicase inh	12-LOX inh	POLB inh	POLK inh
Cc1ccc2[nH]ccc(=O)c2c1	2%	-4%	7%	-0.8	35%[activator]	-1%	-5%	0%	13%
CNc1nc2c3ccccc3n(C(C)=O)c2s1	-6%	1%	5%	-0.3	17%	1%	-10%	34%	-20%
Cc1ccccc1-c1nc(CS(=O)(=O)CC(=O)NCCCN2CC(C)CC(C)C2)c(C)o1 (configuration not stated)	79%[activator]	-15%	-3%	0.4	-13%	3%	-9%	6%	-10%
COc1cccc(NC(=O)Cn2c(=O)n(-c3cc(OC)c(OC)c(OC)c3)c(=O)c3ccccc32)c1	-8%	3%	5%	-0.2	-14%	-2%	-25%	35%	-1%
N#C/C(=N\Nc1ccc(Cl)cc1)C(=N)N1CCCCC1	1%	u	11%	-0.8	11%	7%	0%	1%	-3%
CC(C)(C)C1CCc2c(sc(NC(=O)CCC(=O)O)c2C(=O)Nc2ccccc2C(F)(F)F)C1 (configuration not stated)	x	u	0%	-0.9	u	-11%	-1%	u	-25%
CCc1ccc(Nc2c([N+](=O)[O-])c(=O)oc3ccccc23)cc1	0%	-4%	19%	-0.6	124%[activator]	-3%	62%[activator]	-12%	-15%
O=C(COC(=O)CNC(=O)c1ccccc1Cl)NC1CC1	19%	x	1%	x	32%	x	-6%	x	4%
CCOC(=O)C1=C(c2ccccc2)N(C)C(=O)NC1c1ccc(O)c(OC)c1 (configuration not stated)	-5%	-13%	x	-0.5	27%	-1%	4%[57.4 µM]	4%	-10%
CCn1c(SCc2nc(CC(=O)Nc3ccccc3OC)no2)nnc1-c1cccs1	2%	-19%	-11%	-0.1	25%	0%	-4%	11%	9%
CN(Cc1ccccc1)C(=O)C1CCCN(Cc2cccc(Cl)c2)C1 (configuration not stated)	2%	-16%	2%	-0.1	7%	1%	u	29%	11%
COc1ccc(N2CCN(S(=O)(=O)CCNC(=O)COc3ccccc3OC)CC2)cc1	-4%	6%	-4%	-0.4	-1%	3%	-2%	5%	4%

Quoted at random: 3 records from the list, in no set order.
SMILES	APEX1 inh	Anesthetic bind	ERG Ets-DNA blk	TRHR agonist	Pol iota inh	BLM helicase inh	12-LOX inh	POLB inh	POLK inh
Cc1ccc2[nH]ccc(=O)c2c1	2%	-4%	7%	-0.8	35%[activator]	-1%	-5%	0%	13%
N#C/C(=N\Nc1ccc(Cl)cc1)C(=N)N1CCCCC1	1%	u	11%	-0.8	11%	7%	0%	1%	-3%
CN(Cc1ccccc1)C(=O)C1CCCN(Cc2cccc(Cl)c2)C1 (configuration not stated)	2%	-16%	2%	-0.1	7%	1%	u	29%	11%

Next results.
SMILES	APEX1 inh	Anesthetic bind	ERG Ets-DNA blk	TRHR agonist	Pol iota inh	BLM helicase inh	12-LOX inh	POLB inh	POLK inh
COc1ccc(/C=N/Nc2c(Cl)cc(Cl)cc2Cl)cc1CN1CCOCC1	-3%	-1%	-2%	-0.4	1%	-2%	-27%	1%	-18%
COc1ccccc1C(=O)N1CCN=C1c1ccccc1	3%	0%	-6%	0.0	9%	1%	u	-7%	3%
Cc1cc([N+](=O)[O-])nn1CCCC(=O)Nc1ccc(Cl)cc1Cl	0%	-16%	2%	-0.3	52%[activator]	-1%	u	2%	-7%
COc1cc(C(=O)N2CCN(Cc3ccc4c(c3)OCO4)CC2)cc(OC)c1OC	60%[activator]	11%	-9%	-0.6	188%[activator]	0%	u	-1%	-7%
CC(=O)OC1(C(C)=O)CCC2C3CC4OC45CC(O)CCC5(C)C3CCC21C (configuration not stated)	x	x	-3%	x	21%	x	1%	x	-9%
CC(CC(=O)O)CC(=O)Nc1cc([N+](=O)[O-])ccc1O (configuration not stated)	0%	-14%	-3%	0.7	10%	-1%	-14%	-10%	-18%
O=C(COC(=O)/C=C/c1ccc(C(F)(F)F)cc1)NCC1CCCCC1	7%	x	-5%	0.2	10%	x	1%	x	-3%
COCCN(Cc1ccco1)C(=O)c1cc2c(Cl)nc3ccc(C)cc3c2s1	x	-3%	1%	-0.3	58%[activator]	0%	2%	9%	-1%
Cc1nc(SCC(=O)c2c[nH]c3ccccc23)n[nH]1	-7%	1%	-3%	0.7	13%	-1%	u	7%	2%
CCN(Cc1nc2cc(Cl)ccc2c(=O)[nH]1)C(=O)c1ccc(C)c(NC(=O)c2ccco2)c1	7%	x	10%	-0.8	17%	x	-4%	x	-5%
COc1ccc(-c2csc3ncnc(Oc4cccc5ccc(C)nc45)c23)cc1	-3%	-12%	22%	-0.3	1%	-9%	-8%	2%	-14%
O=C(Cc1ccccc1Cl)N1CCOCC1	29%	-6%	-1%	0.0	-2%	-7%	0%	-1%	-12%
Cc1ccc2nc(C3CCN(CC(=O)Nc4ccc5c(c4)OCCO5)CC3)[nH]c2c1	1%	-23%	0%	-3.2	-1%[58.9 µM]	4%	5%	5%	-23%
CCCS(=O)(=O)N1CCC(C(=O)NCCCOCC)CC1	0%	2%	-2%	0.2	1%	0%	431%[activator]	8%	-17%
Cc1c(N2CCCC2)cc2c(c1NC(=O)c1ccccc1Cl)C(C)(C)CC2(C)C	0%	2%	4%	0.7	-28%	-10%	u	13%	-5%
C/C(=N\NC(=O)c1cccs1)c1ccc2c(c1)OCO2	13%	-9%	-4%	0.1	-17%	-1%	-2%	10%	-2%
CCC(=O)NNc1nc2c(C)cccc2s1	-3%	-11%	2%	-0.4	u	2%	-2%	-2%	-8%
COC(=O)c1ccc(CSc2nnc(-c3ccncc3)o2)o1	0%	-10%	-2%	0.2	20%	0%	0%	3%	-11%
CCN1CCN(C(=O)CN2C(=O)COc3ccc(S(=O)(=O)N4CCOCC4)cc32)CC1	-7%	-4%	2%	-0.4	17%	0%	-12%	66%	8%
COCC(C)n1c(SCc2cc(C(=O)OC)c(C)o2)nc2ccccc2c1=O (configuration not stated)	0%	-10%	-8%	-0.2	25%	-5%	-8%	0%	-19%
COc1ccc(-c2nc(C)c(C(C)=O)n2O)cc1[N+](=O)[O-]	4%	-7%	-7%	-0.4	u	-4%	-7%	5%	-2%
C/C=C/C(=O)OCC(=O)Nc1cccc(Br)c1	3%	-15%	2%	-0.3	100%[activator]	-4%	1%	6%	0%
COc1ccc(-c2nc3ccc(C(=O)NCC(OC)OC)cc3nc2-c2ccc(OC)c(OC)c2)cc1OC	10%	-11%	-1%	0.8	50%[activator]	-3%	-5%	23%	-5%[60.1 µM]
CCC(C)Cn1c(/C=C/c2ccccc2)nc2ccccc21 (configuration not stated)	x	4%	-1%	-1.4	-20%	-9%	u	17%	-8%
CCc1ccc(OCC2c3cc(OC)c(OC)cc3CCN2C(=S)NC)cc1 (configuration not stated)	-7%	-16%	3%	0.4	27%	-8%	11%	-5%	-19%
Cc1cc(/C=C2/SC(=O)N(CC(=O)N3CCOCC3)C2=O)c(C)n1-c1ccccc1F	16%	3%	-5%	-0.2	8%	1%	-6%	-15%	-11%
COc1ccc(-c2nc3ncnn3cc2C)cc1F	1%	-1%	1%	0.5	151%[activator]	-1%	-3%	0%	-21%
CSCCC(NC(=O)c1ccc(Cl)cc1)C(=O)OCC(=O)N1CCCC1=O (configuration not stated)	34%	x	-7%	-0.6	31%[activator]	x	-33%	x	-6%
CCOc1ccc(CC(=O)N2CCN(c3ccc(N4CCOCC4)nn3)CC2)cc1OCC	14%	71%[activator]	16%	0.5	-19%	-3%	-11%	8%	-2%
COc1cccc(N2CCN(Cc3nc(N)nc(Nc4ccccc4OC)n3)CC2)c1	0%	5%	-14%	-2.1	14%	-5%	0%	-3%	-5%
COc1cccc(CN2CC(C(=O)N3CCCC3)CCC2=O)c1 (configuration not stated)	15%	-9%	10%	1.0	-3%	0%	15%	6%	1%
CC1(C)CC2CC(C)(CN2C(=O)COC(=O)CNC(=O)c2ccc(Cl)c(Cl)c2)C1 (configuration not stated)	19%	u	x	0.1	5%	0%	-5%	18%	-17%
Cc1ccc(NC(=S)N(CCN(C)C)C(C)c2ccco2)cc1C (configuration not stated)	-1%	-21%	-21%	-1.4	-11%	-5%	32%	-1%	-17%
CC(C)(C)NC(=O)C[C@H]1C[C@H](C(=O)N2CCOCC2)[C@@]2(CCC3CCCC3)c3[nH]c4cc(-c5ccco5)ccc4c3CCN2C1=O	-15%	x	-1%	x	u	x	x	x	-14%
Cc1c(NC(=O)C(C)SC(=S)N2CCCC2)c(=O)n(-c2ccccc2)n1C (configuration not stated)	-6%	x	-9%	0.1	-23%	x	-3%	x	1%
Cc1cccc(NC(=O)C2CCN(C(=O)c3ccc(Cl)cc3)CC2)n1	5%	x	-3%	1.1	38%[activator]	x	-4%	x	-12%
CNc1cc2c(Nc3cccc(Br)c3)ncnc2cn1	u	5%	x	x	x	-12%	0%	x	8%[60.1 µM]
CC(=O)c1c(C)[nH]c(C(=O)COC(=O)CCSc2ccccc2)c1C	0%	u	-3%	-0.8	5%	-1%	-1%	27%	-2%

High-throughput results: PubChem, National Center for Advancing Translational Sciences (NCATS)

A portion of the library; count on the stated rates, not on these rows.
